TAAR1 antagonist – antagonists of human TAAR1 | CHO RD-HGA16 TAAR1, Fluo-8 calcium fluorescence, antagonist | inhibition, % at 3 µM | 1.5% of 360,000 active | Q96RJ0 | AID 624466;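 active = inhibition above a per-plate cutoff, the mean inhibition of test compounds on that plate plus 3 SD, cut at about 49% in these data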;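 note: 0% = DMSO plus EC80 beta-PEA response and 100% = DMSO alone without agonist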
Target sequence (Q96RJ0 whole entry, looked up): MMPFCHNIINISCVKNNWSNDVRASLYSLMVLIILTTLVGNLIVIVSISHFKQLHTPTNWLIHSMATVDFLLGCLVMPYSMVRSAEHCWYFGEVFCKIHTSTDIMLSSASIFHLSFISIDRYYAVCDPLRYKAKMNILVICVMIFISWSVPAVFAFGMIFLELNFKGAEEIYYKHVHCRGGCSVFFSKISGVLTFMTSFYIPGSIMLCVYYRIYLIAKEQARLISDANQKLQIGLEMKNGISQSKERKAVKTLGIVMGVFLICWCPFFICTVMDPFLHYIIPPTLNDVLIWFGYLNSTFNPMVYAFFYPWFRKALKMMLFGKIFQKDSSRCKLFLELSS
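Test system: CHO RD-HGA16 cells bearing hTAAR1 | Reagent: β-PEA, EC80 | Compound dosing: 3 µM, single point | Schedule: Dye loading 75 min at 37 °C, then 30 min room temperature | Signal: Calcium fluorescence with Fluo-8 | Evaluation: Percent inhibition of PEA-evoked calcium signal, max/basal emission ratio | Control set: DMSO-only wells and EC80 β-PEA-stimulated wells | Repeats: Singlicate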
OXTR potentiate – potentiators of human oxytocin receptor. P30559. CHO-OTR cells, Fluo-8 calcium fluorescence, potentiator mode; 0% = oxytocin EC15, 100% = EC100. 0.061% of 320,000 active. AID 2445. activation, % at 3 µM;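 active = activation above that plate's cutoff, the mean activation of tested compounds plus 3 SD, cut at about 6.6% in these data, passing the limit was not always enough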;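 note: 100% uses oxytocin at 75 nM as the full agonist control; some results filed as inactive read as strong as hits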
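Measured by – Fluo-8 calcium dye fluorescence · Test system – human OTR in CHO cells · Dosing – one concentration, 3.0 µM compound · Controls – EC15 oxytocin alone as 0%, 75 nM oxytocin as 100% · Evaluation – normalized max/min fluorescence ratio, % activation · Timing – 6 min pre-incubation, 100 s read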
M1 antag – human CHRM1 antagonism; P11229; CHO-K1 hM1, Fluo-8 calcium fluorescence, ACh EC80 antagonist; inhibition, % at 3 µM; 1.3% of 360,000 active; AID 588852;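 active = percent inhibition above its own plate's cutoff, namely the mean of that plate's compound wells plus 3 SD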;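 note: peak over basal fluorescence ratio during 140 s after agonist addition; 0% = ACh EC80 plus DMSO and 100% = DMSO alone without agonist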
Target sequence (P11229 whole entry, looked up): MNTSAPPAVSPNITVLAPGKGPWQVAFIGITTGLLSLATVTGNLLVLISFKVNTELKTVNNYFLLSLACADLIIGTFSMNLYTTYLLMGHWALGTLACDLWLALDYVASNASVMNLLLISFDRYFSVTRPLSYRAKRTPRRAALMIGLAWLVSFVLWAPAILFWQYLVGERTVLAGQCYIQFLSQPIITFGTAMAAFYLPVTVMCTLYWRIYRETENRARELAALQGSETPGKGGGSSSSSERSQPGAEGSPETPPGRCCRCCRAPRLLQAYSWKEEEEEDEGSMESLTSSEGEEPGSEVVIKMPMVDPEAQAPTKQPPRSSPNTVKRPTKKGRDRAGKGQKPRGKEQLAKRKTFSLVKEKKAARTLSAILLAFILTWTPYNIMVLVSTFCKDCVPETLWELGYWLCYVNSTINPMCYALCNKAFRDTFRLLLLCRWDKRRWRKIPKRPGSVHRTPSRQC
CHO-K1 Ca ag – nonselective activator or artifact in parental CHO-K1 cells. Fluo-8 calcium fluorescence; scaled to maximal ATP response, vehicle zero. activation, % at 3 µM. 0.48% of 360,000 active. AID 602248; in the data active = activation above about 15%;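 note: untransfected CHO-K1 host cells lacking M1 receptor as counterscreen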
M1 PAM parental – M1 PAM counterscreen hit in parental CHO-K1 cells; activation, % at 3 µM; AID 602247; ATP EC20, Fluo-8 calcium fluorescence; 0% at ATP EC20, 100% at ATP max; 0.02% of 360,000 active;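 active = activation above the run cutoff, the mean activation of all test compounds plus 3 SD, cut at about 40% in these data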;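 note: peak over basal fluorescence ratio in a 140 s read after ATP addition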
CHO-K1 Ca antag – M1 antagonist counterscreen hit in parental CHO-K1 cells; ATP-induced calcium, Fluo-8 fluorescence; inhibition, % at 3 µM; 0.6% of 360,000 active; AID 602250;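 active = inhibition above a per-plate cutoff, the plate's mean sample inhibition plus 3 SD, cut at about 24% in these data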;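 note: 0% = DMSO plus EC80 ATP and 100% = DMSO alone without ATP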
M1 ag – agonists of human M1 muscarinic receptor; P11229; CHO-K1 hM1, Fluo-8 calcium fluorescence, agonist mode; 0% DMSO, 100% acetylcholine EC100; activation, % at 3 µM; 0.33% of 360,000 active; AID 588814;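 active = activation above the run's mean compound activation plus 3 SD, cut at about 16% in these data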;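 note: peak over basal fluorescence ratio within a 140 s kinetic read after compound addition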
TAAR1 agonist – human TAAR1 agonism; AID 624467; CHO RD-HGA16 TAAR1, Fluo-8 calcium fluorescence; vehicle wells 0%, saturating PEA agonist 100%; 0.99% of 360,000 active; activation, % at 3 µM; Q96RJ0;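 active = activation above the mean activation of all test compounds in the run plus 3 SD, cut at about 38% in these data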
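Repeats: no replicates (n 1) | Material: CHO-derived RD-HGA16 cells with stable Gα16 and human TAAR1 | Technique: Kinetic Fluo-8 calcium fluorescence | Schedule: 17-24 h seeding, 75 min 37 °C dye, 30 min RT | Evaluation: % activation from peak over basal fluorescence ratio, DMSO-to-PEA scaled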
CHO parental Ca – signal in parental CHO cells, OX1R antagonist counter-screen | inhibition, % at 5.6 µM | 0.63% of 330,000 active | AID 463079 | parental CHO-K1, ATP-induced calcium, Fluo-8 fluorescence;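 active = inhibition above that plate's mean sample inhibition plus 3 SD, cut at about 26% in these data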;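 note: 0% = ATP-challenged DMSO wells and 100% = DMSO wells without ATP; some compounds past the cut are filed as inactive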
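Test system: untransfected parental CHO cell line; also added: ATP stimulus; dosing: 5.6 µM, single dose; signal: calcium-sensitive Fluo-8 fluorescence; measure: percent inhibition of ATP-evoked calcium rise, normalized to controls; benchmarks: low control ATP plus DMSO, high control DMSO only; replication: one well per compound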
The depositor's hits bear a star; . = not tested or not shown; & = joins results of further samples.

Fields – M1 PAM parental, TAAR1 agonist, OXTR potentiate, CHO-K1 Ca ag, M1 ag, CHO-K1 Ca antag, M1 antag, CHO parental Ca, TAAR1 antagonist
1	Cc1cc(C)n(CC(=O)NC2CCCN(Cc3ccc(Cl)cc3)C2)n1 (stereo not given)
    17, 3, -8, 2.0, -12, 2, -9, -22, -20
2	COc1ccc(S(=O)(=O)Nc2nncs2)cc1
    19, 13, -5, 0.7, -2, -15, -7, 3, -6
3	COc1ccccc1OC1OC2COC(c3ccco3)OC2C(O)C1NC(C)=O (stereo not given)
    16, -1, -4, 0.2, -5, -8, -6, -8, -10
4	CCc1ccc2nc(SCC(=O)N3CCCCC3)c(C#N)cc2c1
    -4, 11, -7, -0.2, -6, 15, 16, -28, -5
5	O=C(CSc1nnc(-c2ccccc2F)o1)Nc1ccc(N2CCOCC2)cc1
    -20, 10, -4, 0.6, -2, -3, 1, -2, -23
6	COCCNC(=O)c1c(CSc2ccc(Cl)cc2)noc1C(=O)NCc1ccccc1
    25, 12, -8, 1.9, -6, -13, -3, -4, 19
7	Cc1ccc(NS(=O)(=O)c2cc(C(=O)N3CCOCC3)ccc2C)cc1C
    3, 11, -9, 1.2, -3, 2, -15, -12, -19
8	NC(=O)N1CCN(C(=O)c2ccco2)CC1
    2, 7, -15, 0.2, -2, 17, 8, -16, -4
9	Cc1ccc(Cc2cnc(NC(=O)c3ccco3)s2)cc1
    15, 2, -6, 0.8, -1, -22, -22, -9, -1
10	COCCN(C(=O)COC(=O)CC1CCCCC1)c1c(N)n(Cc2ccccc2)c(=O)[nH]c1=O
    3, 1, 1, -0.1, -3, -10, -17, -9, -26
11	O=C(NC(Cc1c[nH]c2ccccc12)C(=O)N/N=C/c1cccc2ccccc12)c1cccs1 (stereo not given)
    -10, 1, -6, -0.4, 0, 15, -4, -5, 16
12	CCC(C(=O)NCc1ccco1)N(C(=O)CNS(=O)(=O)c1ccccc1)C1CCCCC1 (stereo not given)
    10, 0, 3, 0.1, -7, -5, -5, -16, -21
13	Cc1ccc2ccccc2c1C(O)c1ncc(-c2ccc(Cl)cc2)[nH]1 (stereo not given)
    -2, 2, ., 0.6, 7, 3, -5, ., -7
14	O=C(NNC(=O)C1CCCO1)c1ccccc1Cl (stereo not given)
    -4, 1, -3, 0.2, -3, 5, 6, -3, -9
15	CC(=O)N(c1ccc(Br)cc1)C1C=CS(=O)(=O)C1 (stereo not given)
    13, 0, 4, 0.5, -2, 0, -3, -7, 6
16	CCN(CC(=O)Nc1c(F)cccc1F)C(=O)c1cc([N+](=O)[O-])ccc1N1CCOCC1
    7, 1, -7, 0.5, -3, 1, -7, -13, -6
17	CNC(=O)c1ccc(NC(=O)CC23CC4CC(CC(C4)C2)C3)cc1
    -9, 14, -10, 2.0, 2, 5, -3, -18, -1
18	CCOC(=O)c1ccc(Nc2c(OCC)c(=O)c2=O)cc1
    6, 0, -5, 1.5, -4, -3, 5, 2, -27
19	c1ccc(-n2nnnc2-n2ccnc2)cc1
    -2, 19, -25, -0.1, -2, 6, 20, 0, -6
20	CCOC(=O)N1CCN(C(=O)CCc2nc3sc4c(c3c(=O)[nH]2)CCCC4)CC1
    11, 2, -11, 0.6, 2, -13, -16, 6, -7
21	CCN1CCN(c2nc3sc4c(c3c3ncnn23)CC(C)CC4)CC1 (stereo not given)
    -3, 3, -10, -0.2, -6, -2, 14, -29, 5
22	COc1ccc(CCNC(=O)C(=O)NCCC2CCCCN2S(=O)(=O)c2ccccc2)cc1 (stereo not given)
    2, 3, -20, -0.2, -4, 12, -14, -22, 21
23	CCN(CC)S(=O)(=O)c1ccc(N2CCCC2)c(NC(=O)c2ccc(OC)cc2OC)c1
    15, -2, -28, -1.1, -6, -2, -4, -28, -21
24	Cc1ccc(-c2nc3ccccn3c2Nc2ccccc2)o1
    22, -1, 0, 2.1, -12, -2, -4, -34, 2
25	CSc1nnc2c3cc(F)ccc3n(Cc3ccccc3)c2n1
    -6, 1, 0, -0.3, -5, 14, -2, -3, 5
26	Nc1ccc(N2CCN(C(=O)c3cccs3)CC2)cc1
    15, 1, -9, 0.4, -5, -9, 8, -12, 14
27	C[C@@H](CO)NC(=O)c1[nH]cnc1C(=O)Nc1cccc(Cl)c1
    11, 5, ., 1.6, 1, -3, -7, ., -2
28	Cc1cc2nc(-c3ccc(SCC(=O)Nc4ccc(S(=O)(=O)NC5CC5)cc4)nc3)[nH]c2cc1C
    21, 4, -6, 0.2, -7, 6, -5, 14, 2
29	COc1ccc(CCNS(=O)(=O)c2ccc(-n3cnnn3)c(OC)c2)cc1OC
    1, 8, -7, 1.2, -2, -2, -6, -14, -27
30	CCCCNC(=O)C1(C)CCCCN1C(=O)c1ccno1 (stereo not given)
    -9, 0, ., 0.2, -3, -6, -18, ., 1
31	CCN(CC)C(=O)C1CCC(CNS(=O)(=O)c2cccc3nsnc23)CC1 (stereo not given)
    5, 1, 4, 1.8, -4, -8, -2, -14, -2
32	Cc1ccc(C)c(NC(=S)NCCN(C2CCCCC2)C2CCCC2)c1
    20, 2, -16, 6.5, 0, -10, -4, -26, 2
33	Cc1ccc(-n2nc(C)c(C(=O)Nc3cccc(C(=O)NC4CC4)c3)n2)c(C)c1
    -17, 19, -6, 2.9, -5, -1, 24, -29, 39
34	COc1ccccc1OCC(=O)NCCSCc1cccc(Cl)c1
    23, 5, -6, 1.0, -5, -14, 10, -18, -8
35	Cc1cccc(N(CC(=O)NC2CC2)S(=O)(=O)c2ccc(Cl)cc2)c1
    6, 0, -6, 0.5, -4, -2, -6, -18, -19
36	COC(=O)C1=C(C)N(C)C(=S)NC1c1ccc(Cl)cc1 (stereo not given)
    21, 3, 1, 0.5, -10, -12, -5, -13, 13
37	O=C(Nc1ncc([N+](=O)[O-])s1)c1cccs1
    4&-9, 7&10, -22&-27, 9.1&11, 8&6, 12&8, -9&2, 2&16, -9&10
38	CC(=O)c1cnc2scnn2c1=O
    5, 6, -1, 0.0, -3, 0, -2, -4, 6
39	COC(=O)c1ccc(S(=O)(=O)N(CCO)Cc2ccccc2)n1C
    14, 2, -3, 0.6, -4, -15, -13, -15, 6
40	Cc1ccc(S(=O)(=O)N2CCN(C(=O)n3ccnc3)CC2)cc1
    -2, 18, -2, 0.1, -4, 7, -15, -14, -9
41	c1ccc(CNc2nc(-c3ccccc3)nc3ccccc23)cc1
    -7, 0, 0, 3.9, -2, 11, 13, -11, 1
42	Cn1cc(CNC(=O)C2CCC(=O)N(Cc3ccccc3F)C2)cn1 (stereo not given)
    -1, 0, -4, -0.3, 1, -6, -16, -3, -11
43	Clc1ccccc1-c1nn2c(COc3ccccc3)nnc2s1
    1, 2, 0, 0.8, -4, -6, -4, -18, 4
44	Fc1cccc(/C=N/Nc2ncnc3nc[nH]c23)c1
    9, 13, 4, 0.1, -4, 5, -10, -5, -29
45	Cc1ccc2cc(C#N)c(N3CCCN(C(=O)c4cnccn4)CC3)nc2c1
    5, 2, -8, 2.0, -6, -15, 0, -6, -19

Three entries out of the list, ordered by molecular weight, rising:
Fields – M1 PAM parental, TAAR1 agonist, OXTR potentiate, CHO-K1 Ca ag, M1 ag, CHO-K1 Ca antag, M1 antag, CHO parental Ca, TAAR1 antagonist
44	Fc1cccc(/C=N/Nc2ncnc3nc[nH]c23)c1
    9, 13, 4, 0.1, -4, 5, -10, -5, -29
36	COC(=O)C1=C(C)N(C)C(=S)NC1c1ccc(Cl)cc1 (stereo not given)
    21, 3, 1, 0.5, -10, -12, -5, -13, 13
31	CCN(CC)C(=O)C1CCC(CNS(=O)(=O)c2cccc3nsnc23)CC1 (stereo not given)
    5, 1, 4, 1.8, -4, -8, -2, -14, -2

(more compounds)
Fields – M1 PAM parental, TAAR1 agonist, OXTR potentiate, CHO-K1 Ca ag, M1 ag, CHO-K1 Ca antag, M1 antag, CHO parental Ca, TAAR1 antagonist
46	N#C/C(=C\c1ccncc1)c1nc2c(s1)CCCC2
    -11, -2, -9, 0.2, -5, -1, 0, -3, -12
47	COC(=O)c1ccc(COc2ccc(/C=N/NC(=O)C(=O)Nc3ccc(OC)cc3)cc2OC)o1
    24, 2, 0, 3.3, -1, -9, -10, -7, -9
48	COc1ccc2[nH]cc(CCNC(=O)CC[C@H]3O[C@@H](n4cc(C)c(=O)[nH]c4=O)C[C@@H]3O)c2c1
    17, 2, ., 1.0, 0, -19, -9, -8, -22
49	COc1cc(C(C)=O)ccc1OCC(O)CN1CCN(S(=O)(=O)c2ccccc2)CC1 (stereo not given)
    5, 15, -13, 0.3, -9, 4, -10, -5, 3
50	c1ccc(COc2cccc(-c3cc4nc(NCCCn5ccnc5)ccn4n3)c2)cc1
    0, 18, ., 2.0, -2, -4, -9, ., 37
51	COC(=O)c1ccsc1NC(=O)C1=COCCO1
    24, 0, -9, 2.9, 0, -8, -7, -3, 13
52	O=C(O)c1ccc(NC(=O)C2CC=CCC2C(=O)O)cc1 (stereo not given)
    14, 18, -7, 0.2, -2, -5, -9, -2, -2
53	CC(C)(C)NC(=O)COC(=O)c1ccccc1OCC(=O)Nc1ccc(Br)cc1
    17, 10, -6, 2.9, -3, 0, 0, -16, 51*
54	CC(=O)CCn1cnc([N+](=O)[O-])n1
    25, 5, -10, 0.4, -4, -10, -5, -9, 1

Of the compounds above, these contain a thiophene ring, fused or not:
Fields – M1 PAM parental, TAAR1 agonist, OXTR potentiate, CHO-K1 Ca ag, M1 ag, CHO-K1 Ca antag, M1 antag, CHO parental Ca, TAAR1 antagonist
11	O=C(NC(Cc1c[nH]c2ccccc12)C(=O)N/N=C/c1cccc2ccccc12)c1cccs1 (stereo not given)
    -10, 1, -6, -0.4, 0, 15, -4, -5, 16
20	CCOC(=O)N1CCN(C(=O)CCc2nc3sc4c(c3c(=O)[nH]2)CCCC4)CC1
    11, 2, -11, 0.6, 2, -13, -16, 6, -7
21	CCN1CCN(c2nc3sc4c(c3c3ncnn23)CC(C)CC4)CC1 (stereo not given)
    -3, 3, -10, -0.2, -6, -2, 14, -29, 5
26	Nc1ccc(N2CCN(C(=O)c3cccs3)CC2)cc1
    15, 1, -9, 0.4, -5, -9, 8, -12, 14
37	O=C(Nc1ncc([N+](=O)[O-])s1)c1cccs1
    4&-9, 7&10, -22&-27, 9.1&11, 8&6, 12&8, -9&2, 2&16, -9&10
51	COC(=O)c1ccsc1NC(=O)C1=COCCO1
    24, 0, -9, 2.9, 0, -8, -7, -3, 13
